Bioassay records: PubChem BioAssay, Broad Institute
esBAF inh = inhibitors of esBAF chromatin remodeling in mouse ES cells; Bmi1-luciferase knock-in reporter, 24 h; 100% = twice the neutral-well signal; reporter increase, % at 12.5 µM; 350,000 tested, 2% active; in the data active means activation above about 40%;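 further: 0% = median of the plate's neutral control wells and 100% = double that signal; a rise in the Bmi1 reporter signal indicates esBAF inhibition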
SIRT5 inh = blocks human SIRT5 desuccinylation of peptide; Purified SirT5, succinyl-peptide AMC, trypsin-coupled fluorescence; Q9NXA8; AID 652115; inhibition, % at 15 µM; 330,000 tested, 1.1% active; in the data active means inhibition above about 15%
Target sequence (Q9NXA8 whole entry, looked up): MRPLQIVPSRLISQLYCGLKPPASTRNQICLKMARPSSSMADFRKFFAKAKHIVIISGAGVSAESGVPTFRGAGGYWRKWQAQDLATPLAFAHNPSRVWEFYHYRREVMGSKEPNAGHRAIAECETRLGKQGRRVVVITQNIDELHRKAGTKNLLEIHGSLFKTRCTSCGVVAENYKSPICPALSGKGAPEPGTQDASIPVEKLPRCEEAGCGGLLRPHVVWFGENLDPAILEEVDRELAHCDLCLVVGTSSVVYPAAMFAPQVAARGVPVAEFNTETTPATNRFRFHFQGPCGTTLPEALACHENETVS
LGR2 antag = Drosophila LGR2 receptor signaling inhibition | HEK293 LGR2, CRE-luciferase, bursicon-stimulated, 4 h | inhibition, % at 9.99 µM | 380,000 tested, 0.35% active | AID 720647;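 active means drop in luminescence signal, shown as inhibition above about 50% in the replicate tests, limit read from the data, passing the limit was not always enough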;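 further: agonist challenge used bursicon conditioned medium at about half maximal strength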
S100A4 MyoIIA = S100A4-myosin IIA interaction inhibition; P26447; 360,000 tested, 0.14% active; inhibition, % at 10.7 µM; AID 652163; S100A4/TAMRA-MyoIIA peptide fluorescence polarization;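 active means mean inhibition of at least 70% across replicates, with every replicate also reaching that level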
Target sequence (P26447 whole entry, looked up): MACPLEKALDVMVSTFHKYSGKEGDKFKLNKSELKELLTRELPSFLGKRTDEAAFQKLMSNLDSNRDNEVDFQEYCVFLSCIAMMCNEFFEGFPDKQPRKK
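Test system – S100A4 monomer (human) · Compound – single-point compound testing · Schedule – 5 min incubation before reading · Probe or stimulus – TAMRA-labelled myosin IIA heavy-chain peptide probe, 5 nM · Benchmarks – neutral control DMSO, positive control TFP · Medium – Calcium-containing HEPES buffer, pH 7.2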
FN deposit inh = fibronectin deposition inhibition; inhibition, % at 12.6 µM; AID 743247; AH1F fibroblasts, Alexa488-fibronectin deposition fluorescence, overnight; 350,000 tested, 0.086% active;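 active means mean inhibition across replicates of 30% or more, regardless of how many single replicates reach that level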;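 further: positive control wells lacked labelled fibronectin entirely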
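Assay system: AH1F fibroblast monolayer, labelled fibronectin deposition. Amount: 10000 cells per well. Also added: labelled fibronectin 24 nM. Compound: single-point pinned compound. Incubation: cell attachment 1 h, compound and FN exposure overnight. Detection: fluorescence after three HBSS washes, excitation 485 nm, emission 525 nm. Read-out: inhibition of fibronectin deposition signal.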
Casp6 inh = inhibitors of human caspase-6; inhibition, % at 12.5 µM; P55212; AID 686996; 350,000 tested, 0.53% active; purified caspase-6, Z-VEID-R110 cleavage fluorescence;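 active means mean inhibition across replicates at least about 35%, with every replicate also reaching that limit, limit read from the data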;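 further: 0% = median of neutral control wells and 100% = no fluorescence left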
Target sequence (P55212 24-179 limits assumed): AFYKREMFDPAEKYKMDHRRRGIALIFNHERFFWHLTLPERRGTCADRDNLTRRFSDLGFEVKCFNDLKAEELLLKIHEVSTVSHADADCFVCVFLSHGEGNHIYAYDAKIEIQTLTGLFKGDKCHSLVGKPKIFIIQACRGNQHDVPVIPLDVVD
Target sequence (P55212 194-293 limits assumed): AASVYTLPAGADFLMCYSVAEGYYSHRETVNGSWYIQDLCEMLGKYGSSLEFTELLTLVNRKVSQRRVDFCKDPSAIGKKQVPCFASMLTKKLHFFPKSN
C2C12 statin = suppression of simvastatin myotoxicity. rescue of ATP level, % at 7.49 µM. C2C12 myotubes + simvastatin, ATP luminescence, 48 h; scaled: DMSO 0, geranylgeraniol control 100. 330,000 tested, 0.78% active;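 active means mean ATP rescue above about 67%, or every replicate alone reaching that limit, limit read from the data, passing the limit was not always enough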;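 further: myotubes were challenged with 10 µM simvastatin during compound exposure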
* = called active by the depositor; nt = no result given.

SMILES	esBAF inh	SIRT5 inh	LGR2 antag	S100A4 MyoIIA	FN deposit inh	Casp6 inh	C2C12 statin
COCC(=O)Nc1ccc2c(c1)C(=O)N(C)[C@H]1CC[C@@H](CC(=O)NCc3ccccc3F)O[C@H]1CO2	-4	3	-16	1	0	1	7
C[C@H](CO)N1C[C@H](C)[C@@H](CN(C)C(=O)Cc2ccccc2)Oc2ncc(C#Cc3ccccc3F)cc2C1=O	-2	6	3	3	-1	0	35
CC(=O)Nc1ccc2c(c1)C(=O)N(C)[C@H]1CC[C@@H](CC(=O)NCC3CCCCC3)O[C@H]1CO2	-2	nt	-13	nt	-2	nt	-1
NC(=O)C1CCN(c2oc(/C=C/c3ccc(F)cc3)nc2S(=O)(=O)c2ccccc2)CC1	0	-2	4	-2	2	4	0
O=S(=O)(NCC1CCN(S(=O)(=O)c2ccccc2)CC1)c1ccccc1	-3	nt	nt	nt	-5	nt	137*
CCn1c(COc2cccc(C)c2)nnc1SCC(=O)NC1CCCC1	0	-1	-11	0	-14	-4	-26
CC(C)C#Cc1ccc([C@@H]2[C@@H](CO)N3CCCCN(C(=O)c4ccc(F)cc4)C[C@H]23)cc1	-2	1	11	1	nt	1	12
CCCC(=O)NC(=S)c1c(C)n(C)n(-c2ccccc2)c1=O	nt	-2	-6	1	-15	-3	nt
NC(=S)N/N=C/c1cn(CCC(=O)O)nc1-c1cccc(Br)c1	-4	1	8	-2	-6	4	7
COc1ccc(-n2ccnc2SCC(=O)NO)cc1	nt	-1	-6	-6	-1	0	nt
CCc1ccc2[nH]cc(C(=O)N3CCCCCC3)c(=O)c2c1	4	nt	nt	nt	2	nt	-2
CCc1ccc2oc(=O)cc(CN3CCN(Cc4ccccc4)CC3)c2c1	3	-3	-4	-2	-4	-1	1
CC(C)C(=O)Nc1ccc(C(=O)N/N=C/C2CC3C=CC2C3)cc1 (configuration not stated)	nt	-8	11	2	-8	0	nt
CCOC(=O)c1c(CN2CCN(C)CC2)n(-c2ccccc2)c2cc(Br)c(O)cc12	nt	-10	2	-5	-6	-1	nt
COCC(=O)N1CCCCN2[C@H](C1)[C@@H](c1ccc(-c3ccc(OC)cc3)cc1)[C@@H]2CO	nt	2	7	26	nt	-2	nt
CC(Sc1nncn1C)C(=O)Nc1nnc(-c2ccccc2)s1 (configuration not stated)	23	-1	-41	-9	2	-1	-4
O=C(Nc1ccc(N2CCOCC2)cc1)C1CC(O)CN1S(=O)(=O)c1ccc(Cl)cc1 (configuration not stated)	nt	3	-26	-1	9	3	nt
Cc1ccc2c(c1)nnn2C1CCN(CC(=O)Nc2ccc(F)cc2)CC1	nt	-4	6	0	1	0	nt
O=C(C[C@@H]1CC[C@@H]2[C@H](COC[C@H](O)CN2Cc2cccc(Cl)c2)O1)N1CCCCC1	3	0	8	-2	-3	5	37
CS(=O)(=O)N1[C@H](C#N)[C@@H](c2ccc(-c3ccccc3F)cc2)[C@H]1CO	-3	0	3	8	3	3	2
CC(C)(CO)N=C1NS(=O)(=O)c2cc([N+](=O)[O-])ccc21	nt	-3	-19	4	6	2	nt
O=[N+]([O-])c1ccc(/C=N/NS(=O)(=O)c2ccc(Cl)cc2)o1	nt	2	3	-2	-7	3	nt
CCCCN(C(=O)NC(=O)Nc1ccccc1OCC)S(C)(=O)=O	-3	nt	nt	nt	-15	nt	-21
Cc1nnc(CN(C)Cc2cn[nH]c2-c2ccc(-c3ccccc3)cc2)o1	8	-2	-4	2	2	-2	0
CC1CCCCN1C(=O)Cn1cnc2cc([N+](=O)[O-])ccc2c1=O (configuration not stated)	-1	-4	6	2	nt	nt	1
COc1ccc(C(C)(C)C)cc1NC(=S)NCCN1CCOCC1	-3	nt	-6	nt	-3	nt	-6
COc1ccc(NC(C)=O)cc1S(=O)(=O)NC(Cc1ccccc1)C(=O)O (configuration not stated)	-5	-4	8	-1	3	0	-3
C[C@@H]1CN([C@@H](C)CO)C(=O)c2cccc(NC(=O)C3CCCCC3)c2O[C@@H]1CN(C)C	-1	nt	7	2	nt	0	-33
CCC(=O)N(C)C[C@@H]1Oc2ncc(C#CCC(C)C)cc2C(=O)N([C@H](C)CO)C[C@@H]1C	5	-3	11	2	-14	0	14
C[C@@H](C(=O)NCc1ccccn1)[C@@H]1C[C@@]1(C)[C@@H](NC(=O)OCc1ccccc1)c1ccccc1	5	-7	-3	1	-1	-5	18
O=C(Nc1ccc(F)cc1)c1ccc(-n2cncn2)c([N+](=O)[O-])c1	nt	-2	-1	-2	1	-1	nt
CCN(CC)c1ccc(CNc2ccc3c(c2)ncn3C(C)(C)C)cc1	-5	-6	3	-13	nt	-1	3
CCCC#Cc1ccc([C@H]2[C@@H](CO)N(C(C)=O)[C@H]2CNC(=O)C2CC2)cc1	nt	-7	2	9	nt	-1	nt
CCC(Oc1ccc(Br)cc1Cl)C(=O)Nc1nnc(C2CC2)s1 (configuration not stated)	nt	0	13	0	nt	4	nt
CCCn1c(NC(=O)c2ccc([N+](=O)[O-])o2)nc2ccccc21	-6	-1	1	8	5	10	36
CC(C)C(=O)N1c2ccccc2NC2=C(C(=O)CCC2)C1c1ccc(N(C)C)cc1 (configuration not stated)	-4	nt	nt	nt	-3	nt	22
C[C@@H]1CN([C@@H](C)CO)C(=O)c2cc(C3=CCCCC3)cnc2O[C@@H]1CN(C)C(=O)Cc1cccnc1	0	-2	-5	3	-37	0	-21
Cc1ccc2[nH]c3c(=O)n(CC(=O)N4CC(C)CC(C)C4)ncc3c2c1 (configuration not stated)	-2	4	8	3	-6	-1	8
Cc1cccc(C(=O)OCN2C(=O)c3ccccc3C2=O)c1[N+](=O)[O-]	nt	-7	0	0	-6	2	nt
O=C(OCc1ccccc1)c1cn(-c2ccccc2)nc1-c1ccncc1	-8	nt	nt	nt	6	nt	0

By substructure, the compounds so far containing an NH in an aromatic ring (3)
SMILES	esBAF inh	SIRT5 inh	LGR2 antag	S100A4 MyoIIA	FN deposit inh	Casp6 inh	C2C12 statin
CCc1ccc2[nH]cc(C(=O)N3CCCCCC3)c(=O)c2c1	4	nt	nt	nt	2	nt	-2
Cc1nnc(CN(C)Cc2cn[nH]c2-c2ccc(-c3ccccc3)cc2)o1	8	-2	-4	2	2	-2	0
Cc1ccc2[nH]c3c(=O)n(CC(=O)N4CC(C)CC(C)C4)ncc3c2c1 (configuration not stated)	-2	4	8	3	-6	-1	8

In another format: entries from further up.
| structure | esBAF inh | SIRT5 inh | LGR2 antag | S100A4 MyoIIA | FN deposit inh | Casp6 inh | C2C12 statin |
| --- | --- | --- | --- | --- | --- | --- | --- |
| Cc1ccc2c(c1)nnn2C1CCN(CC(=O)Nc2ccc(F)cc2)CC1 | nt | -4 | 6 | 0 | 1 | 0 | nt |
| O=C(Nc1ccc(F)cc1)c1ccc(-n2cncn2)c([N+](=O)[O-])c1 | nt | -2 | -1 | -2 | 1 | -1 | nt |

Following part.
SMILES	esBAF inh	SIRT5 inh	LGR2 antag	S100A4 MyoIIA	FN deposit inh	Casp6 inh	C2C12 statin
C[C@@H]1CN([C@H](C)CO)C(=O)c2cccc(NC(=O)Nc3ccc4c(c3)OCO4)c2O[C@@H]1CN(C)Cc1ccccc1	-5	3	7	-3	nt	0	-6
Cc1ccc(S(=O)(=O)N2CCN(CC(O)CN3CCOCC3)CC2)cc1 (configuration not stated)	-5	-2	-2	0	-1	-2	9
COCC(=O)N1[C@H](C#N)[C@H](c2ccccc2)[C@H]1CO	-2	4	8	65	7	-2	5
O=C(CNC(=O)c1ccc(F)cc1)c1ccc(Cl)cc1	53*	-3	-31	-3	4	1	4
COC(=O)[C@H](Cc1ccccc1)N1CC2=C[C@@H](C3CC3)n3c(=O)n(C)c(=O)n3[C@H]2[C@@H]1[C@@H](O)Cc1ccccc1	nt	5	nt	-64	nt	1	nt
CC(=O)Nc1ccc(NC(=O)CCOc2ccccc2C)cc1	3	-1	3	4	3	3	3
CC(C)(C)c1ccc(C(=O)NC2CCS(=O)(=O)C2)cc1 (configuration not stated)	1	4	-24	1	-4	1	-5
Cc1ccc(C(=O)OCC(=O)Nc2ccc3c(c2)OCO3)cc1S(=O)(=O)N1CCOCC1	5	nt	nt	nt	-1	nt	108*
CCc1cc(-c2nnn(CCC3COCCO3)c2CC)ccc1-c1cn(Cc2ccc3ccccc3c2)nn1 (configuration not stated)	-1	-4	3	3	-7	1	5
N#C[C@H]1[C@H](c2ccc(-c3ccccc3F)cc2)[C@@H](CO)N1C(=O)C1CCOCC1	-3	5	8	-16	-10	0	11
N#Cc1c(SCC(N)=O)nc2c(c1-c1ccc(O)cc1)CCCC2	-9	2	-7	-14	nt	1	35
c1ccc(Nc2nc(-c3ccccn3)cs2)cc1	25	nt	nt	nt	1	nt	-27
NC(=O)C1CC(=O)N(c2ccc(OCC(=O)Nc3ccccc3F)cc2)C1 (configuration not stated)	29	-3	-8	-11	2	-3	3
CCOc1cc(C2C(C(=O)c3ccco3)=C(O)C(=O)N2CCc2ccccc2)ccc1O (configuration not stated)	-1	nt	nt	nt	-6	nt	16
CC(=O)N1[C@@H]2c3ccc(-c4ccccc4)c(=O)n3C[C@@H]2[C@@H](CO)[C@@H]1C(=O)NCc1ccccc1Cl	0	-19	-7	3	nt	0	12
COCCNC(=S)N1CCc2cc(OC)c(OC)cc2C1COc1ccc(F)cc1 (configuration not stated)	3	-3	-5	-8	nt	1	9
OCC1OC(Nc2ccccc2C=NO)C(O)C1O (configuration not stated)	2	nt	13	3	-4	-3	5
CSc1ccc(NC(=O)Nc2ccc(C(=O)NCC(=O)O)cc2)cc1	nt	-1	-29	-3	0	52*	nt
CCCOc1ccc(C(=O)N2CCN(Cc3ccc4c(c3)OCO4)CC2)cc1	0	-3	nt	-2	10	4	9
C[C@H]1CN([C@@H](C)CO)C(=O)Cc2cc(NC(=O)CCC(F)(F)F)ccc2O[C@H]1CN(C)S(=O)(=O)c1cccs1	-3	0	-2	-4	nt	-1	-65
Cc1ccccc1CS(=O)(=O)c1ncc(Cl)c(C(=O)Nc2ccc(F)cc2)n1	-3	-1	22	-2	39*	9	-48
Cc1ccc(S(=O)(=O)N(C)C)cc1NC(=O)c1cc(C(C)(C)C)nn1Cc1ccccc1	nt	-2	-14	-2	0	1	nt
Cc1[nH]c2ccccc2c1C(=O)Cn1c(=O)oc2ccccc21	nt	3	3	-2	nt	2	nt
CCOc1ccc(N(CC(=O)Nc2ccc(C)cc2C)S(C)(=O)=O)cc1	2	-3	8	2	15	2	9
Cc1cccc(N2CC(C(=O)NCCC3=CCCCC3)CC2=O)c1C (configuration not stated)	nt	-1	15	-1	-5	-3	-23
C[C@H]1CCCCO[C@H](CN(C)Cc2ccncc2)[C@@H](C)CN([C@@H](C)CO)C(=O)c2cc(NC(=O)Cc3ccccc3)ccc2O1	-2	2	17	-14	-13	-4	-26
COc1ccccc1CNC(=O)COC(=O)c1nccnc1N	-10	-5	5	-3	2	-1	-1
COc1ccc(CN(C)C[C@H]2OCCCC[C@@H](C)Oc3ccc(NS(C)(=O)=O)cc3C(=O)N([C@H](C)CO)C[C@H]2C)cc1	-7	-3	-5	1	nt	-1	-20
COc1ccc(S(=O)(=O)Nc2ccc3c(c2)C(=O)N([C@H](C)CO)C[C@H](C)[C@@H](CN(C)Cc2ccc(C(F)(F)F)cc2)OCCCC[C@H](C)O3)cc1	-1	15	-4	-8	-10	-1	nt
CCc1noc(C)c1C(=O)N1CCCC(CCC(=O)NCc2ccc(F)c(F)c2)C1 (configuration not stated)	nt	-9	-1	0	nt	3	nt
O=S(=O)(c1c(Cl)cc(Br)cc1Cl)N1CCN(C(=S)NC2CC2)CC1	3	4	nt	-2	-3	3	-3
COc1ccc(CC(=O)Nc2c(C(=O)N3CCN(c4ccccc4OC)CC3)oc3ccccc23)cc1OC	-2	0	-2	1	0	3	-4
CN(C)S(=O)(=O)c1cccc(NC(=O)CCCc2nc3ccccc3c(=O)[nH]2)c1	nt	0	-10	3	8	0	nt
C[C@H](CO)N1C[C@H](C)[C@H](CN(C)C(=O)c2ccc3c(c2)OCO3)Oc2cc(/C=C/c3ccccc3)ccc2S1(=O)=O	-2	29*	-32	0	nt	0	-30

The list is partial, so the mix of outcomes need not match the whole.
